# H9c2 protect: cardioprotection against H2O2-induced cell death, primary screen, uHTS, H9c2 cells, ATPLite luminescence | protection from H2O2 cell death, % at 20 µM | actives 0.63% (n = 360,000) | H9c2 cardiomyocytes, H2O2 injury protection, 2 h | AID 588492, 2011;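 active means compounds giving at least 50% protection of heart cells from peroxide-induced death in the single-dose screen, raw or plate-pattern-corrected value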;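 further: 0% = DMSO wells with peroxide and 100% = DMSO wells without peroxide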
# ABCB6 inh MLPCN: ABCB6 transporter inhibitors, primary screen, K562-ABCB6 cells, flow cytometry, MLPCN library | actives 0.19% (n = 360,000) | fluorescence ratio to DMSO, % at 10 µM | ATP-binding cassette sub-family B member 6 (Homo sapiens), Q9NP58 | K562-ABCB6 porphyrin accumulation, 1 h; hits give low values | AID 602162, 2011;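 active means fluorescence ratio to DMSO below 75%, the collection mean minus 3 SD; inconclusive means too few cells collected in the well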;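 further: signal is porphyrin accumulated inside mitochondria; 100% equals median channel fluorescence of DMSO control wells; lower ratio means ABCB6 inhibition with less porphyrin fluorescence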
# Vif inh: HIV Vif self-association inhibitors, primary screen, imaging, HEK293T, single point; HEK293T cells, Vif self-association by quenched fluorescence, 24 h; inhibition, % at 7.49 µM; actives 0.35% (n = 340,000); AID 602346, 2012; in the data active means inhibition above about 50%, passing the limit was not always enough; inconclusive means no clear call, values can overlap the other calls; inactive means below about 31%; further: some results filed as inactive read as strong as hits
# MC4R ag barr: MC4R agonists recruiting beta-arrestin, primary screen, cell-based, luminescence, agonist arm of biased-ligand search; U2OS MC4R beta-arrestin complementation; percent of melanotan II response, DMSO zero; activation, % at 8.9 µM; actives 0.98% (n = 360,000); AID 540308, 2011;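 active means activation above a per-plate cutoff, the mean activation of sample wells on that plate plus 3 SD, cut at about 8% in these data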
# Target sequence (P32245 whole entry, looked up): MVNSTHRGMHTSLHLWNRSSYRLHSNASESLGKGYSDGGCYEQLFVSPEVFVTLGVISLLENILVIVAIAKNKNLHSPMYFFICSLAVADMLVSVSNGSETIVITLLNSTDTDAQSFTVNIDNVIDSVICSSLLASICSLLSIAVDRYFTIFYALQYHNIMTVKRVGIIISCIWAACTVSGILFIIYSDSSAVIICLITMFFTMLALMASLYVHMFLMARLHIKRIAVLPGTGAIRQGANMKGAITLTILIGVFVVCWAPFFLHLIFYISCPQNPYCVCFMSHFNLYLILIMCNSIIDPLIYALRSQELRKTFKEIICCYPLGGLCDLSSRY
# MC4R antagonist: MC4R antagonists of cAMP signaling, primary screen, cell-based, TR-FRET, antagonist arm of biased-ligand search | Melanocortin receptor 4 (Homo sapiens), P32245 | MC4R-expressing cells, MTII-stimulated cAMP, LANCE TR-FRET | inhibition, % at 6.5 µM | actives 0.48% (n = 360,000);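 active means inhibition above its plate's cutoff, the mean of tested wells on that plate plus 3 SD, cut at about 29% in these data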;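 further: 0% = Melanotan II alone and 100% = Melanotan II plus saturating MCL0020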
#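 Material: human MC4R-expressing U2OS cells. Probe or stimulus: Melanotan II challenge. Dosing: 6.5 µM single dose. Times: 30-min compound, 1-h challenge, 1-h detection, room temperature. Technique: TR-FRET with Eu-cAMP and labeled anti-cAMP, 671 nm. Replication: singlicate.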
# m5-HT2A agonist: mouse Htr2a agonists via beta-arrestin recruitment, primary screen, cell-based, luminescence | actives 0.66% (n = 360,000) | AID 624169, 2012 | CHO-K1 mHTR2A beta-arrestin complementation; percent of 30 µM serotonin response | activation, % at 7.6 µM;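 active means activation above a run cutoff, the mean activation of all tested compounds plus 3 SD, cut at about 14% in these data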;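 further: 0% = plate median of compound wells and 100% = 30 µM serotonin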
# Target sequence (P35363 whole entry, looked up): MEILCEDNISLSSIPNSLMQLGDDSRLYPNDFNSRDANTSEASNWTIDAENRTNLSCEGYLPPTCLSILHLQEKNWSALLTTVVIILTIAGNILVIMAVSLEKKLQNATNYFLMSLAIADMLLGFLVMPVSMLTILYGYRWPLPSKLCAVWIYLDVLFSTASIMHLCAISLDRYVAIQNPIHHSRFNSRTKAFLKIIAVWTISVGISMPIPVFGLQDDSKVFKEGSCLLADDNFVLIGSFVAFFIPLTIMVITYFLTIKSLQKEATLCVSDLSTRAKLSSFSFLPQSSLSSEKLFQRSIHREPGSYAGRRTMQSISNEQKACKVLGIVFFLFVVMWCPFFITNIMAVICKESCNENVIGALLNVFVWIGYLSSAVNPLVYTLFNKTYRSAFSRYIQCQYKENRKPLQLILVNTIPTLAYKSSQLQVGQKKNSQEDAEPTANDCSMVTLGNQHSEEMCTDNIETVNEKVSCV
# aDG glyco act: activators of alpha-DG glycosylation, primary screen, uHTS, Pro5-aDG cells, AlphaScreen; actives 0.22% (n = 360,000); activation, % at 10 µM; AID 624168, 2012; alpha-DG glycosylation AlphaScreen (IIH6); 0% Pro5, 100% B10-LARGE cell signal;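 active means activation of at least 8% versus controls, or a plate z-score of at least 8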;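 further: Pro5 are CHO cells carrying HIG-tagged alpha-DG that lacks glycosylation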
# CaV13 ICDI inh: Disruptors of the CACNA1D IQ motif to Ca2+-dependent inactivation inhibitor domain association, primary screening, Förster resonance energy transfer in intact living …; HEK cells, CFP/YFP FRET ICDI-IQ, plate reader, 10 min; percent FRET-ratio fall versus neutral wells; inhibition, % at 12.3 µM; actives 0.098% (n = 340,000); AID 743397;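 active means mean replicate inhibition of at least 30% and at least 1% of replicates passing that level; inconclusive means only one of the two criteria is met; inactive means neither criterion is met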;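 further: 0% = median of the neutral control wells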
# N-glyco inh: increase of ERlucT glycosylation luciferase signal, primary screen, N-linked glycosylation inhibitor project, D54 ERlucT cells, luminescence, set 2; AID 588692, 2011; actives 0.23% (n = 360,000); D54 ERlucT glycosylation luciferase reporter, 24 h; percent of 100 nM tunicamycin response; reporter increase, % at 12.5 µM;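 active means mean luciferase reporter signal, scaled so untreated is 0 and the glycosylation-blocking control 100, at or above a set limit in every replicate; inconclusive means mean reaches the limit but not every replicate does; inactive means mean below the limit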;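 further: luciferase carries N-glycosylation sites so blocking glycosylation raises the light; 0% = median of neutral control wells and 100% = median of 100 nM tunicamycin wells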
# PDI inh: inhibitors of human PDI, primary screen, biochemical, turbidity, single point, plate reader | actives 0.052% (n = 350,000) | inhibition, % at 10 µM | AID 588391, 2011 | PDI insulin aggregation turbidity, A650, 90 min | Protein disulfide-isomerase (Homo sapiens), P07237;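 active means mean inhibition across replicates of 30% or more, whatever share of single replicates reach that level; inconclusive means mean inhibition below 30% while every single replicate reaches 30%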;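 further: absorbance from insulin aggregation driven by PDI reduction with DTT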
# * = called active by the depositor; i = inactive; ? = inconclusive; / = no result given.
SMILES,H9c2 protect,ABCB6 inh MLPCN,Vif inh,MC4R ag barr,MC4R antagonist,m5-HT2A agonist,aDG glyco act,CaV13 ICDI inh,N-glyco inh,PDI inh
CCOC(=O)c1c(CN2CCOCC2)oc2ccc(OC(C)=O)cc12,8,91,-4,-0.3,3,6,0.0,-5,2,-4
CCC1C(=O)N=C(SCC(=O)Nc2ccc(S(N)(=O)=O)cc2)NC1=O (stereo unspecified),3,94,-1,0.5,-3,4,0.0,5,-3,-7
CN(CC(=O)Nc1ccc(F)cc1)C(=O)COC(=O)c1ccccc1,0,96,4,-0.9,4,-4,-0.1,-4,0,9
CCOc1ccccc1NC(=O)CC1Nc2ccccc2NC1=O (stereo unspecified),10,109,-7,0.6,0,-1,-0.1,-5,5,-9
CCN(CC)Cc1ccccn1,17,102,-6,-0.1,-6,8,0.1,-6,-1,10
Cc1cccc(C)c1NC(=O)C1c2ccccc2OCC(=O)N1C1CC1 (stereo unspecified),/,98,/,/,/,0,-0.1,-5,/,/
COc1ccc(C(=O)N2CCN=C2SC)cc1,2,96,?,-1.6,3,3,-0.1,-2,0,5
CC(=O)Oc1ccc(-c2ccc(C(=O)NCCc3ccc(S(N)(=O)=O)cc3)cc2)cc1,1,100,13,1.5,-6,-6,0.1,-4,0,3
c1ccc(C2CCCN(Cc3nc(CC4CC4)no3)CC2)cc1 (stereo unspecified),2,104,5,-1.3,-4,5,-0.3,-7,2,1
Cc1ccc(S(=O)(=O)/N=C(/Nc2ccc([N+](=O)[O-])cc2)c2ccccc2)cc1,-8,96,-24,1.3,-1,-3,0.1,-8,0,-6
Cn1c(CCNC(=O)c2ccccc2F)nnc1SCC(=O)Nc1nncs1,6,96,7,-0.7,9,-1,-0.1,-3,0,-1
COC(=O)c1ccc(C(=O)OC)c(NC(=O)C(C)C)c1,10,98,0,-0.7,14,0,0.0,4,0,8
CCOC(=O)C1C(=O)NCC2CCCC21 (stereo unspecified),-6,105,1,0.6,1,1,0.0,/,1,1
O=C1CCN(S(=O)(=O)c2ccccc2)CCN1CCOCc1ccc(Cl)cc1,-2,96,3,-2.0,5,-4,0.3,-10,0,-3
Cc1cc(C)cc(NC(=O)C2CCCN2C(=O)NC2CCCCC2)c1 (stereo unspecified),-2,89,/,-1.6,-3,-1,0.5,-6,0,5
Cc1cccn2c(NC(=O)c3ccccc3F)c(-c3ccccc3)nc12,7,108,-3,-0.5,4,-1,0.1,-4,0,3
CC(OC(=O)c1nn(C)c(=O)c2ccccc12)C(=O)Nc1ccc(S(N)(=O)=O)cc1 (stereo unspecified),-4,102,0,-2.0,1,10,0.1,-7,1,-7
COc1ccc(S(=O)(=O)CCc2nnc(NC(=O)c3cccs3)s2)cc1,5,102,0,-0.5,2,8,-0.4,-6,1,6
O=C(O)COc1ccc(-c2nc(-c3ccccc3)c(-c3ccccc3)[nH]2)cc1,5,88,-3,-1.0,13,-5,-0.1,-2,2,3
O=C(COC(=O)c1ccc(Br)o1)NCCCc1ccccc1,6,91,5,-1.0,9,5,0.1,/,0,0
CCCCCCCSc1nnc(N)s1,-5,93,-13,0.1,0,-1,0.1,7,0,18
Cc1cc(C(=O)CN2CC(C)OC(C)C2)c(C)n1-c1ccccc1 (stereo unspecified),3,105,-1,3.9,2,-1,-0.1,-5,-2,-3
Cn1c(=O)c(Oc2ccc(F)cc2)c(O)c2ccccc21,12,99,4,-1.6,9,5,0.2,-17,0,5
CCN(CC)CCNC(=O)C12CC3CC(C)(CC(C)(C3)C1)C2,2,94,68*,0.0,10,-5,0.2,/,-1,-5
CCOC(=O)N1CCN(CC(=O)Nc2sccc2C#N)CC1,-3,98,11,-0.1,8,8,-0.1,1,-3,3
COc1ccc(NS(=O)(=O)c2ccc3oc(Nc4ccc5c(c4)OCCO5)nc3c2)cc1,-7,94,2,1.6,5,-3,0.1,-7,-5,-3
O=C(Cc1ccccc1)N/N=C/c1cc(Br)cs1,-7,97,5,2.8,12,-9,0.0,-5,-2,0
FC(F)(F)c1cccc(-c2cc3nc(NCCOc4ccccc4)ccn3n2)c1,-8,102,-7,1.9,7,-3,0.2,-6,0,-12
CN1CCN(CCCNC(=O)CCC(=O)N2CCOc3ccccc32)CC1,0,94,7,-1.1,11,-1,0.1,6,4,/
Cc1ccc(NC(=O)c2cccnc2)c([N+](=O)[O-])c1,10,96,-2,0.1,-1,5,0.0,-20,5,-2
COc1ccc(NC(=O)NC23CC4(C)CC(C)(CC(C)(C4)C2)C3)cc1,4,97,/,1.3,6,-2,0.2,-4,-5,5
Cc1cc(NC(=O)COc2ccc3oc4ccccc4c3c2)no1,-7,90,-4,10*,3,2,0.0,/,1,7
CC(C)N1CCC(N2CCN(CC#Cc3ccccc3)CC2CCO)CC1 (stereo unspecified),4,98,-2,-1.8,-4,0,0.2,-3,-1,-3
Cc1cccc(N2CCN(C(=O)NC(C)c3ccc(F)c(F)c3)CC2)c1C (stereo unspecified),-1,95,-11,-0.1,-5,-4,0.2,-2,-3,0
O=C(Nc1cc(S(=O)(=O)N2CCOCC2)ccc1N1CCOCC1)c1ccccc1Cl,4,95,6,-0.6,0,-1,-0.1,-10,0,-2
COCCCNC(=S)NNC(=S)Nc1cccc(Cl)c1,-3,96,-1,-0.3,-6,-6,0.3,-4,-1,6
CCOC(=O)c1[nH]c(C)c(C(=O)NC2CCN(C(=O)OCC)CC2)c1C,2,105,4,-1.8,8,0,-0.1,-6,2,-13
Cc1ccc2[nH]c(C)c(/C=C/c3cc[n+](C)cc3)c2c1,-12,i,/,-0.8,-43,-7,0.0,-42,-10,-2
Nc1ccc(CSc2ccc(Cl)cc2)c(Cl)c1,-8,91,1,1.8,2,-3,0.1,-2,-5,-1
CCOC(=O)C1(C)CCCN(C(=O)CCc2ccccc2)C1 (stereo unspecified),0,104,-3,-1.2,11,-1,0.1,-7,0,-1

# Next part, overlapping the part above by 2 compounds.
SMILES,H9c2 protect,ABCB6 inh MLPCN,Vif inh,MC4R ag barr,MC4R antagonist,m5-HT2A agonist,aDG glyco act,CaV13 ICDI inh,N-glyco inh,PDI inh
Nc1ccc(CSc2ccc(Cl)cc2)c(Cl)c1,-8,91,1,1.8,2,-3,0.1,-2,-5,-1
CCOC(=O)C1(C)CCCN(C(=O)CCc2ccccc2)C1 (stereo unspecified),0,104,-3,-1.2,11,-1,0.1,-7,0,-1
Cc1ccccc1NC(=O)CCC(=O)N/N=C/c1ccc(F)cc1,0,102,6,-2.7,14,2,0.4,-4,3,-9
COc1ccc(-c2cc(C(=O)NCc3cccnc3)no2)cc1,-6,97,-4,0.6,1,-1,0.4,-3,-4,2
O=C(C1CCN(S(=O)(=O)c2ccc(Br)s2)CC1)N1CCN(c2ccccc2)CC1,-2,96,-10,-1.6,1,4,0.0,-2,-8,-1
COc1ccccc1-c1nc(C#N)c(N2CCCCCC2)o1,-2,99,-11,-2.2,-11,2,-0.5,-4,-1,-7
NC(=O)c1ccsc1NC(=O)CSc1ncnc2sccc12,13,98,0,-0.6,5,-4,0.1,-6,-3,12
Cc1onc(-c2ccccc2)c1C(=O)N/N=C/c1cccc(O)c1,2,103,-7,-0.9,-5,-4,0.1,-5,1,-1
C=C(C)COc1ccc(-c2[nH]ncc2-c2ccccc2)c(O)c1,-34,107,/,3.9,2,-3,-0.1,/,-2,-3
CCOc1ccc(S(=O)(=O)N2CCN(C(=O)C3CC3C)CC2)cc1 (stereo unspecified),-12,105,-9,-2.0,7,3,0.0,-6,2,-9
CC1CCCN(CC(=O)Nc2ccc(S(=O)(=O)N3C(C)CCCC3C)cc2)C1 (stereo unspecified),0,90,/,1.2,-2,-2,0.2,-5,-4,-2
CCOc1ccc2nc(N(CCN(C)C)C(=O)c3ccc4c(c3)CCCC4)sc2c1,-4,100,2,0.6,-7,-9,-0.3,/,-4,1
CC(=O)NCCOC(=O)Nc1cccnc1,1,102,32,-0.5,5,0,0.1,-8,1,-3
COc1cc(NC(=O)c2noc3c2CCC3)c(OC)cc1Cl,-4,102,-2,2.7,1,0,-0.2,-6,0,4
CN(C)c1cccc(C(=O)NC2CCCCCC2)c1,-6,88,/,1.0,1,5,0.0,-4,-4,-10
COc1cccc2oc(-c3ccco3)cc(=O)c12,-7,102,-1,0.0,8,-3,-0.1,-6,6,-1

# Entries above that contain an aryl methoxy group (8):
SMILES,H9c2 protect,ABCB6 inh MLPCN,Vif inh,MC4R ag barr,MC4R antagonist,m5-HT2A agonist,aDG glyco act,CaV13 ICDI inh,N-glyco inh,PDI inh
COc1ccc(C(=O)N2CCN=C2SC)cc1,2,96,?,-1.6,3,3,-0.1,-2,0,5
COc1ccc(S(=O)(=O)CCc2nnc(NC(=O)c3cccs3)s2)cc1,5,102,0,-0.5,2,8,-0.4,-6,1,6
COc1ccc(NS(=O)(=O)c2ccc3oc(Nc4ccc5c(c4)OCCO5)nc3c2)cc1,-7,94,2,1.6,5,-3,0.1,-7,-5,-3
COc1ccc(NC(=O)NC23CC4(C)CC(C)(CC(C)(C4)C2)C3)cc1,4,97,/,1.3,6,-2,0.2,-4,-5,5
COc1ccc(-c2cc(C(=O)NCc3cccnc3)no2)cc1,-6,97,-4,0.6,1,-1,0.4,-3,-4,2
COc1ccccc1-c1nc(C#N)c(N2CCCCCC2)o1,-2,99,-11,-2.2,-11,2,-0.5,-4,-1,-7
COc1cc(NC(=O)c2noc3c2CCC3)c(OC)cc1Cl,-4,102,-2,2.7,1,0,-0.2,-6,0,4
COc1cccc2oc(-c3ccco3)cc(=O)c12,-7,102,-1,0.0,8,-3,-0.1,-6,6,-1

# Bioassay records as filed in PubChem BioAssay.
